# Source: PubChem BioAssay (several laboratories)
# XIAP displacement: XIAP antagonists, biochemical, IAP family, fluorescence polarization (AID 1018). XIAP BIR domain, fluorescence polarization peptide displacement; higher % means a stronger effect. displacement, % at 20 µM, or IC50 in µM where a hit was titrated. E3 ubiquitin-protein ligase XIAP (Homo sapiens). 200,000 tested, 0.007% active; in the data active = displacement above about 50%; note: a part of the inactive calls stands beside numbers as strong as those of hits
# AID2073: inhibitors of Mint1-CaV2.2 protein interaction, biochemical, HTRF (AID 2073). Voltage-dependent N-type calcium channel subunit alpha-1B (Homo sapiens). HTRF protein-protein interaction, Mint1-CaV2.2; higher % means a stronger effect. inhibition, % at 20 µM, or IC50 in µM where a hit was titrated. 290,000 tested, 0.19% active; in the data active = inhibition mostly above about 51%, no sharp cut-off; inconclusive = no clear call, values can overlap the other calls; inactive = mostly below about 53%; note: some results filed as inactive read as strong as hits
# RSV antiviral HEp-2: RSV antiviral activity via CPE protection, HEp-2 cells, primary 10 µM value included (AID 2391); HEp-2 cells, RSV-induced CPE inhibition; higher % means a stronger effect; one-dose CPE inhibition, % at 10 µM; IC50 in µM for titrated hits; 310,000 tested, 0.13% active; in the data active = a potency from the dose series; inconclusive = CPE inhibition mostly from about 23% at the one dose, without a potency; inactive = the rest, 99 in 100 with CPE inhibition below about 21%; note: strong numbers were not always called active
# MgcRacGAP inhibition: MgcRacGAP GTPase-activating activity inhibitors, confirmation, biochemical, ADP Hunter fluorescence; Rac GTPase-activating protein 1 (Homo sapiens); MgcRacGAP-stimulated Rac1 GTP hydrolysis, ADP Hunter fluorescence; higher % means a stronger effect; GST-tagged Rac1 F28L mutant substrate; inhibition, % at 30 µM; hits with a dose series show IC50 in µM; 340,000 tested, 0.6% active; AID 624330, 2012;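 active = first-screen hits whose inhibition reached a set limit at any dose in the follow-up dose series; inconclusive = inhibition above the set first-screen limit but never retested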;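 note: fluorescence reports GDP produced by GAP-driven GTP hydrolysis; strong numbers were not always called active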
# SV40 large T antigen: SV40 large T antigen inhibitors, biochemical (AID 1903). SV40 large T antigen ATPase/helicase inhibition assay; higher % means a stronger effect. one-dose inhibition, % at 20 µM; IC50 in µM for titrated hits. 310,000 tested, 0.39% active; in the data active = a potency from the dose series; inconclusive = inhibition mostly from about 32% at the one dose, without a potency; inactive = the rest, 99 in 100 with inhibition below about 32%; note: strong numbers were not always called active
# Siah-1 displacement: Siah-1 peptide-binding antagonists, primary screen, biochemical, fluorescence polarization, rhodamine-plectin, uHTS (AID 1817); displacement, % at 20 µM, or IC50 in µM where a hit was titrated; 290,000 tested, 0.02% active; Siah-1 / rhodamine-plectin peptide fluorescence polarization; higher % means a stronger effect; E3 ubiquitin-protein ligase SIAH1 (Homo sapiens);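 active = displacement of at least 50% at 20 µM, with a fluorescence ratio check between 0.3 and a set limit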;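 note: plate controls were Siah plus tracer with DMSO for no effect and tracer alone without Siah for full effect; strong numbers were not always called active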
# HIV fusion peptide: inhibitors of HIV fusion peptide binding, primary screen, biochemical, uHTS, fluorescence dequenching (AID 1986) | cell-free peptide binding, fluorescence dequenching, 30 min; higher % means a stronger effect | inhibition, % at 20 µM, or IC50 in µM where a hit was titrated | 290,000 tested, 0.3% active; in the data active = inhibition mostly above about 52%, no sharp cut-off; inactive = mostly below about 76%; note: some results filed as inactive read as strong as hits
# Dengue-2 NS5 capping: Dengue-2 NS5 methyltransferase inhibitors, primary screen, biochemical, confirmation dose response (AID 588689) | 340,000 tested, 0.3% active | Genome polyprotein (Dengue virus type 2 (strain 16681-PDK53)) | inhibition, % at 25 µM, or IC50 in µM where a hit was titrated | Dengue-2 NS5 methyltransferase capping enzyme assay, biochemical; higher % means a stronger effect; in the data active = a potency from the dose series; inconclusive = inhibition above about 29% without an active follow-up result
# LYP inhibition: inhibitors of LYP phosphatase, biochemical, fluorescence intensity, uHTS (AID 1779) | Tyrosine-protein phosphatase non-receptor type 22 (Homo sapiens) | recombinant LYP phosphatase, fluorescence intensity; higher % means a stronger effect | one-dose inhibition, % at 11.5 µM; IC50 in µM for titrated hits | 290,000 tested, 0.054% active; in the data active = inhibition above about 50%;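 note: plate controls were vehicle with enzyme for no effect and no enzyme for full effect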
# Dengue-2 NS5 capping pilot replicate: second read-out of Dengue-2 NS5 capping, no call of its own (marks repeat the call); inhibition, %; measured here: pilot screen replicate inhibition
# An asterisk follows results filed as active; ? = inconclusive; · = not tested or not shown. Outcome played no part in choosing rows. About 1.7% of those tested had a hit in this group.
SMILES,XIAP displacement,AID2073,RSV antiviral HEp-2,MgcRacGAP inhibition,SV40 large T antigen,Siah-1 displacement,HIV fusion peptide,Dengue-2 NS5 capping,LYP inhibition,others
COc1cccc(-c2nnc(SCc3cccnc3)o2)c1,-9.9%,1%,4.1%,4%,22%,-6%,-2.3%,-2%,-10%,Dengue-2 NS5 capping pilot replicate=0.9
O=C1CC(c2ccccc2)CCc2sccc2N1 (configuration not stated),-3.5%,-2%,-0.4%,-1%,3%,0%,0.1%,1%,-6%,
CCOC(=O)C(CC)n1cnc2c(nnn2-c2ccc(OC)cc2)c1=O (configuration not stated),3.0%,4%,1.3%,8%,-1%,2%,0.8%,-10%,-1%,
Cc1[nH]c(=O)[nH]c(=O)c1S(=O)(=O)Nc1cccc(C(F)(F)F)c1,·,14%,2.3%,14%,11%,4%,2.2%,-4%,-6%,
O=C(CSC1=Nc2ccccc2C2=NC(c3ccccc3)C(=O)N12)NC1CCCCC1 (configuration not stated),-3.8%,3%,3.7%,4%,4%,-2%,3.0%,17%,-7%,
Cc1cccc2cn[nH]c12,-6.9%,13%,2.0%,-5%,15%,6%,-2.5%,19%,-2%,
O=C(O)c1cc2ccccc2c2cc(Br)ccc12,·,42%,1.9%,4%,5%,3%,6.6%,5%,-8%,
CCO[C@@H]1OC(C(=O)NCc2nc3ccccc3[nH]2)=C[C@H](C(C)(C)C)[C@H]1CCCO,·,·,3.8%,7%,8%,·,·,-7%,·,
Nc1c(Cl)ncnc1NCc1ccccc1,·,33%,6.2%,5%,7%,0%,-2.1%,-8%,-8%,
Fc1ccccc1COc1ccc(/C=N/NC(=S)NCc2ccccc2)cc1,-6.6%,8%,-0.3%,-2%,-1%,4%,2.1%,2%,7%,
Cc1ccc(C(=O)N/C(=C\c2ccc(F)cc2)C(=O)NCCN2CCOCC2)cc1,·,-1%,0.9%,7%,8%,1%,0.8%,2%,3%,
COc1cc(N2CCCC2)ccc1C=O,-5.4%,1%,4.0%,6%,·,4%,-2.5%,-2%,-8%,
O=C(/C=C/c1ccc(Cl)cc1)N1CCOCC1,·,8%,0.1%,-6%,3%,-2%,0.1%,-8%,-7%,
CSc1ccc(C(=O)c2[nH]c(=O)[nH]c2C)cc1,·,·,15%,6%,10%,·,·,16%,·,
COc1ccccc1C(CC(=O)O)c1ccc2c(c1)OCO2 (configuration not stated),·,2%,0.1%,12%,2%,6%,-0.3%,0%,-9%,
O=C(O)c1cccc(NS(=O)(=O)c2cccc(C(=O)Nc3ccccc3[N+](=O)[O-])c2)c1,·,12%,0.7%,5%,8%,-1%,2.3%,6%,-7%,
CCN(c1ccccc1)S(=O)(=O)c1ccc(NCC2COc3ccccc3O2)nc1 (configuration not stated),-3.1%,-2%,?,5%,14%,-5%,-2.0%,-2%,6%,
COC(=O)c1cc(S(=O)(=O)N2c3ccccc3CC2C)c[nH]1 (configuration not stated),·,-5%,0.5%,11%,2%,-1%,-0.7%,-7%,-6%,
O=C(CNC(=O)c1ccco1)Nc1ccc(Br)cc1,·,44%,1.1%,3%,2%,0%,-1.4%,-6%,-8%,
C/C(CC(=O)NC12CC3CC(CC(C3)C1)C2)=N\NC(=O)c1ccc(C)cc1,1.7%,8%,1.0%,3%,·,15%,1.3%,-16%,-3%,
CCCNCc1cc(OCC)c(OCC(=O)Nc2ccccc2)cc1Br,-4.4%,10%,2.8%,7%,1%,-4%,-0.1%,-2%,-4%,
CCn1c(CNC(=O)c2ccco2)nnc1SCC(=O)Nc1cc(C(F)(F)F)ccc1Cl,-7.0%,-2%,3.5%,8%,5%,2%,2.3%,-9%,-2%,
COCCN(Cc1cc2cc(C)c(C)cc2nc1Cl)C(=O)N1CCOCC1,1.1%,-7%,1.9%,7%,5%,1%,-0.3%,3%,0%,
COc1ccc(CC(=O)Nc2ncc([N+](=O)[O-])s2)cc1OC,-4.7%,14%,0.6%,31%,1%,-3%,5.8%,15%,5%,
CC(C)CCn1nnnc1C(c1ccccc1F)N1CCC(C(N)=O)CC1 (configuration not stated),-7.2%,7%,1.6%,7%,1%,6%,-0.7%,-3%,-4%,
O=S(=O)(N[C@H]1C[C@@H](NS(=O)(=O)OCC(Cl)(Cl)Cl)C2CCCCC21)OCC(Cl)(Cl)Cl (some centres not stated),·,-3%,-4.4%,15%,6%,2%,4.5%,-4%,-8%,
O=c1[nH]c(CN2CCN(c3ccccc3)CC2)nc2scc(-c3ccccc3)c12,-5.8%,11%,3.9%,7%,0%,9%,22%,?,-3%,
O=C(c1ccccc1)N1CCC(c2nc3c(nnn3Cc3ccco3)c(=O)[nH]2)CC1,-3.6%,-5%,-0.7%,2%,3%,1%,3.6%,-5%,-9%,
CCCc1n[nH]c(=O)c2c1nnn2Cc1ccccc1,·,3%,6.1%,7%,13%,3%,-1.7%,-3%,-8%,
CC(C)N1CCN(Cc2ccc(C#CC(C)(C)O)s2)CC1CCO (configuration not stated),-3.9%,13%,1.4%,2%,5%,1%,-1.0%,-4%,-5%,
Cn1c(CNC(=O)c2ccccc2F)nnc1SCc1ccc(Cl)cc1,-2.5%,0%,1.0%,-5%,9%,6%,-0.7%,-12%,-4%,
Cc1ccc(NS(=O)(=O)c2c(C(=O)N3CCCCCC3)c(C)n(C)c2C)cc1C,·,6%,0.7%,10%,12%,1%,-1.7%,-9%,-8%,
COc1ccc2c3c([nH]c2c1)C(C)N(CCC(=O)NN)CC3 (configuration not stated),·,25%,0.3%,11%,13%,6%,-0.1%,-1%,-6%,
O=c1[nH]c(SCc2ccccc2Cl)nc2c1CCCC2,-8.7%,2%,-0.6%,4%,·,-5%,0.3%,-1%,3%,
C=CCN1N=C(c2ccc(Cl)s2)CSC1=O,-1.0%,-9%,?,0%,25%,0%,-2.3%,4%,-5%,
Cc1cccc(NC(=O)Cn2c(O)c(N=NC(=O)c3ccncc3)c3ccccc32)c1,-4.6%,1%,0.5%,6%,9%,4%,-2.7%,-9%,-4%,
CCn1c(/C(C#N)=C(\O)CCc2ccccc2)nc2ccccc21,1.6%,21%,-0.2%,7%,16%,3%,3.6%,6%,-9%,
CCOC(=O)c1c(C)n(C(=O)c2ccco2)c(=O)n1C(=O)c1ccco1,-6.1%,4%,1.6%,7%,-2%,1%,1.1%,10%,-2%,
O=C1Nc2cc(C(=O)N3CCOCC3)ccc2SC1N1CCOCC1 (configuration not stated),-4.1%,-5%,2.0%,4%,1%,-4%,0.3%,1%,-9%,
O=C(Cn1c(=O)n(CCc2c[nH]c3ccccc23)c(=O)c2cccnc21)Nc1ccccc1F,-3.3%,6%,6.3%,-5%,15%,2%,-0.7%,-2%,5%,
COc1cc(CN2CCN(C(O)(c3ccccc3)c3ccccc3)CC2)cc(OC)c1OC,·,3%,-1.7%,28%,12%,3%,2.6%,-2%,-11%,
COc1ccc(Cc2nnc(SCC(=O)NCC3CCCO3)o2)cc1 (configuration not stated),-4.3%,-1%,2.2%,-1%,9%,2%,31%,3%,-1%,
CCOc1cc(CNn2cnnc2)cc(Br)c1OCC(=O)NC(C)(C)C,·,-2%,0.8%,9%,23%,-1%,1.5%,-5%,-10%,
COc1ccccc1CCNC(=O)c1cnn2c(C(F)F)cc(C)nc12,-4.0%,8%,-0.9%,4%,20%,-9%,1.3%,1%,-14%,
O=C(CN(C(=O)C1CSC(=O)C1)c1ccc(F)cc1)NCc1ccc2c(c1)OCO2 (configuration not stated),·,-2%,2.8%,9%,6%,0%,0.3%,2%,-4%,
O=C1CC(N2CCN(c3cccc(C(F)(F)F)c3)CC2)C(=O)N1c1ccc(F)cc1 (configuration not stated),-3.0%,40%,2.5%,3%,23%,-1%,0.9%,-5%,5%,
CCNC(=O)CSc1nc2ccccc2c(=O)n1-c1cc(OC)ccc1OC,-8.2%,1%,0.3%,0%,20%,-1%,-0.3%,-1%,-1%,
O=C(N[C@@H](Cc1ccccc1)C(=O)O)c1ccncc1,-6.1%,1%,1.0%,9%,-2%,4%,0.2%,-8%,-5%,
CCOC(=O)C1CCN(S(=O)(=O)c2ccc(C)c(C)c2)CC1,-11%,-8%,2.2%,5%,14%,-6%,0.2%,1%,-4%,
O=C(N/N=C/c1cc(Cl)cc([N+](=O)[O-])c1O)C(O)(c1ccccc1)c1ccccc1,·,-3%,2.7%,8%,2%,-8%,42%,17%,6%,
COc1ccc(N2CC(O)=C(c3nc(C)cs3)C2=N)cc1,-7.2%,-2%,0.6%,6%,-2%,-3%,-0.7%,-1%,-13%,
COc1cc(NC(=O)c2sc3ncn(CC(=O)N4CCC(C)CC4)c(=O)c3c2C)cc(OC)c1OC,·,5%,4.2%,-1%,12%,4%,0.1%,-13%,-11%,
CC(=O)c1ccc(S(=O)(=O)N2CCN(C(=O)CSc3ccc(C)c(C)c3)CC2)cc1,·,10%,4.2%,10%,0%,0%,0.4%,-3%,-9%,
CCOc1ccc2nc(SCC(=O)Nc3cc(C)on3)c(C)cc2c1,·,-21%,-0.2%,2%,-8%,-1%,-0.2%,-8%,-2%,
CCOc1cc(NC(=S)NCCCN2CCOCC2)c(OCC)cc1NC(=O)c1ccccc1C,-1.5%,-22%,-0.5%,1%,4%,-2%,-0.5%,-7%,-6%,
c1ccc(COc2ccccc2CNc2nn[nH]n2)cc1,-1.0%,-3%,0.0%,11%,1%,3%,-0.6%,-11%,-8%,
CN(C)C(CNc1ncnc2sccc12)c1ccccc1 (configuration not stated),-9.4%,4%,-0.6%,0%,13%,-2%,0.1%,1%,-7%,
CC1CCC2(CC1)NC(=O)N(CC(=O)Nc1ccccc1-c1ccccc1)C2=O (configuration not stated),-12%,11%,-0.6%,6%,6%,-1%,0.4%,-5%,3%,
CC(=O)Nc1ccc(NC(=O)CCCNC(=O)c2ccc(Cl)cc2)cc1,·,-4%,0.7%,4%,0%,-1%,-0.8%,-2%,-2%,
Cc1c(Cl)cccc1Nc1nc(N)nc(CN2CCc3ccccc3C2)n1,-8.2%,10%,0.2%,2%,5%,-2%,2.7%,1%,-5%,
CCn1c2ccccc2c2cc(/C=N/n3cn[nH]c3=S)ccc21,-2.3%,-19%,58%,8%,4%,-8%,7.7%,-7%,6%,

# Quoted at random: two compounds from above
SMILES,XIAP displacement,AID2073,RSV antiviral HEp-2,MgcRacGAP inhibition,SV40 large T antigen,Siah-1 displacement,HIV fusion peptide,Dengue-2 NS5 capping,LYP inhibition,others
CN(C)C(CNc1ncnc2sccc12)c1ccccc1 (configuration not stated),-9.4%,4%,-0.6%,0%,13%,-2%,0.1%,1%,-7%,
COc1cc(NC(=O)c2sc3ncn(CC(=O)N4CCC(C)CC4)c(=O)c3c2C)cc(OC)c1OC,·,5%,4.2%,-1%,12%,4%,0.1%,-13%,-11%,
